UHRF1 MBD2 ctr = UHRF1 methyl-DNA binding inhibition. AID 687016. Q96T88. UHRF1 binding to methylated oligo, TR-FRET. 370,000 tested, 0.75% active. inhibition, % at 4.4 µM; in the data active means inhibition above about 21%;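 further: UHRF1 SRA domain binding a hemimethylated CpG hairpin DNA probe; 0% = median of test compound wells and 100% = reference inhibitor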
Target sequence (Q96T88 whole entry, looked up, the tested form may be a part): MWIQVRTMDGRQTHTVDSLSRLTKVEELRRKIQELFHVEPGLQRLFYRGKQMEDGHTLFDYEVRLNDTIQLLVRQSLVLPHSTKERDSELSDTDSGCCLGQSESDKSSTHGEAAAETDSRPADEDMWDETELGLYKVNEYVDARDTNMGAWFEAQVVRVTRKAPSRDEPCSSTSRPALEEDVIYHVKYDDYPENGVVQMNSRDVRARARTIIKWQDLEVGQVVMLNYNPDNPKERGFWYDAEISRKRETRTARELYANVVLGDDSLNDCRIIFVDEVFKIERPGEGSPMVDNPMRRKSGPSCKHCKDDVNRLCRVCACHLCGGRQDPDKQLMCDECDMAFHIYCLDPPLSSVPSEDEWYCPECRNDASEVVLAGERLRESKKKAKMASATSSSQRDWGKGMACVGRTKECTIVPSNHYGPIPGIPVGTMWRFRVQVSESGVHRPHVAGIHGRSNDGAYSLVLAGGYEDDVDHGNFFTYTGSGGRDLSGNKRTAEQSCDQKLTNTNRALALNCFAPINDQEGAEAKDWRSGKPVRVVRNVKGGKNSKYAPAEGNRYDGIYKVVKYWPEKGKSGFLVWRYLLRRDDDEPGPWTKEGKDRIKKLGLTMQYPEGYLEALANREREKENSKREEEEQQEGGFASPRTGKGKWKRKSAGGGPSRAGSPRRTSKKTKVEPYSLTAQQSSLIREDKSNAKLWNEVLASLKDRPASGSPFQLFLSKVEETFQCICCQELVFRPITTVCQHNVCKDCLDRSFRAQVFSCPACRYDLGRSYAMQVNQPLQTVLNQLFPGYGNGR
Tn7 DDE FP = DD(E)-Tn7 binding inhibition, primary FP screen; FP displacement of FITC-Tn7 peptide from fibrin DD(E); 0% = median of compound wells per plate; inhibition, % at 8.3 µM; 370,000 tested, 0.13% active; AID 720508;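 active means inhibition above the mean of compounds falling within the control limits plus 3 SD of them, cut at about 14% in these data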;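 further: 0% = plate median of compound wells and 100% = 10 µM Aha-Tn7 peptide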
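Assay system: human fibrin DD(E). Input: DD(E) 2 µM final. Medium: Tris buffer with calcium and detergent, pH 7.8. Compound dosing: single point at 8.3 µM. Timing: 10 min plus 3 h, room temperature. Technique: fluorescence polarization of the labelled Tn7 tracer. Read-out: percent inhibition. Replicates: singlicate testing.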
KLK7 zymogen act = activates the human kallikrein-7 zymogen. purified proKLK7, EDANS-DABCYL substrate fluorescence; 100% is mature enzyme control, 0% vehicle. activation, % at 7 µM. P49862. 370,000 tested, 0.9% active;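 active means activation above the mean of all tested compounds plus 3 SD, computed per campaign excluding outliers beyond control limits, cut at about 13% in these data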
MBD2 inh = inhibitors of human MBD2 binding to methylated oligonucleotide; Q9UBB5; TR-FRET; inhibition, % at 4.4 µM; 370,000 tested, 0.31% active; AID 686964; in the data active means inhibition above about 13%
PLC-beta3 inh = blocks human PLC-beta3 enzyme activity | inhibition, % at 12.2 µM | AID 720704 | Purified PLC-beta3, fluorogenic substrate, fluorescence | 370,000 tested, 0.18% active | Q01970; in the data active means inhibition above about 11%;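 further: 0% = median of compound wells on plate and 100% = full blocker control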
ADAM17 inh = inhibitors of human ADAM17 | P78536 | 370,000 tested, 0.83% active | inhibition, % at 6.95 µM | recombinant ADAM17, EDANS/DABCYL FRET peptide cleavage;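 active means inhibition above the mean of compounds lying between control limits plus 3 SD, set per campaign, cut at about 8.5% in these data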;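 further: 0% = DMSO-only wells as the low control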
PLCg1 inh = blocks human PLC-gamma1 enzyme activity | P19174 | inhibition, % at 12.2 µM | purified PLC-gamma1, fluorogenic substrate, fluorescence | 370,000 tested, 0.84% active; in the data active means inhibition above about 9.5%
Tn6 DDE FP = inhibitors of Tn6 peptide binding to human fibrin DD(E) | P02675 | Fibrin DD(E) TRITC-Tn6 fluorescence polarization displacement | inhibition, % at 8.3 µM | 370,000 tested, 0.21% active | AID 720509;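 active means inhibition above a per-campaign cutoff: mean of compounds within control limits plus 3 SD, cut at about 15% in these data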;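 further: 0% = median of all compound wells on the plate and 100% = blocking peptide control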
ASAP1 inh = inhibitors of human ASAP1 ArfGAP activity; Q9ULH1; ASAP1-stimulated ARF1 GTP hydrolysis, GDP FP detection; inhibition, % at 16.5 µM; 360,000 tested, 0.19% active; AID 624377; in the data active means inhibition above about 25%;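 further: 0% = vehicle with enzyme and substrate and 100% = no enzyme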
ARFGAP1 inhibitor = inhibitors of rat ARFGAP1; Q62848; Arfgap1-stimulated ARF1 GTP hydrolysis, GDP FP detection; inhibition, % at 16.5 µM; 360,000 tested, 0.26% active; AID 651572;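 active means inhibition above a per-plate limit, mean inhibition of low control wells plus 3 SD, cut at about 25% in these data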;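 further: 0% = DMSO wells with enzyme and 100% = wells lacking Arfgap1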
Target sequence (Q62848 1-136 limits assumed): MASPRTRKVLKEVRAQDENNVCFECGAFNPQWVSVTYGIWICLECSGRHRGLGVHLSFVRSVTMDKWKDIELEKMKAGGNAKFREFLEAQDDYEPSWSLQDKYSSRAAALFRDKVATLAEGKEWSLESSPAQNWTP
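Repeats: one replicate per compound; assay system: rat Arfgap1 catalytic domain, aa 1-136; times: enzyme reaction 120 min at 25 °C after 20 min preincubation; detection: FP of antibody-bound GDP Alexa 633 tracer, ex 620/em 688 nm; benchmarks: high control wells lacking Arfgap1, low control full reaction with DMSO; reagent: human ARF1(Δ1-17)-GTP substrate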
* = called active by the depositor.

item	UHRF1 MBD2 ctr	Tn7 DDE FP	KLK7 zymogen act	MBD2 inh	PLC-beta3 inh	ADAM17 inh	PLCg1 inh	Tn6 DDE FP	ASAP1 inh	ARFGAP1 inhibitor	mol
1	-2.7	0.1	0.0	-3.4	-0.6	2.2	-0.1	5.5	-4.9	3.2	CCC1CCCCN1C(=O)CSc1nc2ccsc2c(=O)n1Cc1ccccc1 (stereo unspecified)
2	1.3	1.4	-0.4	2.0	-1.2	0.2	4.3	-5.0	-7.7	9.7	O=C(CSc1nc2ccccc2c(=O)n1-c1ccc(F)cc1)Nc1ccc(C(=O)O)cc1
3	3.6	3.9	-0.2	6.2	-6.8	-6.7	0.3	-1.8	4.0	8.4	COC(=O)c1ccccc1C(=O)N1CCCC(CCC(=O)NCc2ccc(F)c(F)c2)C1 (stereo unspecified)
4	1.2	0.0	0.2	-3.5	-4.5	-3.3	-0.4	-5.4	-12.1	1.4	COc1cccc(CNC(=O)CCC2CCCN(C(=O)CCc3c(C)noc3C)C2)c1 (stereo unspecified)
5	0.5	-5.6	0.4	-7.1	-4.9	1.2	0.8	3.5	-5.7	-13.3	CCOc1cc(C(=O)Nc2ccc(N3CCN(C(C)=O)CC3)cc2)cc(OCC)c1OCC
6	-1.2	7.1	0.4	1.0	0.1	-3.1	0.7	3.1	-7.3	7.8	O=C(CCC(=O)c1cccs1)NCc1ccc(Cl)cc1
7	2.8	-3.4	-0.3	-2.4	3.3	0.1	0.5	3.1	-15.7	-3.2	COCCNC(=O)C1(C)Cc2c(-c3cccc(C(N)=O)c3)ccnc2O1 (stereo unspecified)
8	0.5	-1.9	-1.4	1.5	-21.6	-96.7	-14.5	8.2	-9.2	-17.8	COCCCNC(=O)CSC1=Nc2ccccc2C2=NC(c3ccccc3)C(=O)N12 (stereo unspecified)
9	-1.8	-6.6	0.3	-0.6	3.3	0.1	3.4	2.6	-4.2	3.0	Nn1c(SCC(=O)Nc2ccccc2)nnc(Cc2ccccc2)c1=O
10	1.8	1.6	-0.2	-1.1	-5.5	-3.5	-0.4	-5.4	-1.9	-5.8	O=C(CN1CCN(c2ccccc2O)CC1)Nc1cc([N+](=O)[O-])ccc1Cl

An excerpt of these results, screen by screen.
[4] COc1cccc(CNC(=O)CCC2CCCN(C(=O)CCc3c(C)noc3C)C2)c1 (stereo unspecified)
[5] CCOc1cc(C(=O)Nc2ccc(N3CCN(C(C)=O)CC3)cc2)cc(OCC)c1OCC
[6] O=C(CCC(=O)c1cccs1)NCc1ccc(Cl)cc1
[7] COCCNC(=O)C1(C)Cc2c(-c3cccc(C(N)=O)c3)ccnc2O1 (stereo unspecified)
[8] COCCCNC(=O)CSC1=Nc2ccccc2C2=NC(c3ccccc3)C(=O)N12 (stereo unspecified)
Assay by compound	4	5	6	7	8
UHRF1 MBD2 ctr	1.2	0.5	-1.2	2.8	0.5
Tn7 DDE FP	0.0	-5.6	7.1	-3.4	-1.9
KLK7 zymogen act	0.2	0.4	0.4	-0.3	-1.4
MBD2 inh	-3.5	-7.1	1.0	-2.4	1.5
PLC-beta3 inh	-4.5	-4.9	0.1	3.3	-21.6
ADAM17 inh	-3.3	1.2	-3.1	0.1	-96.7
PLCg1 inh	-0.4	0.8	0.7	0.5	-14.5
Tn6 DDE FP	-5.4	3.5	3.1	3.1	8.2
ASAP1 inh	-12.1	-5.7	-7.3	-15.7	-9.2
ARFGAP1 inhibitor	1.4	-13.3	7.8	-3.2	-17.8

Continuation.
item	UHRF1 MBD2 ctr	Tn7 DDE FP	KLK7 zymogen act	MBD2 inh	PLC-beta3 inh	ADAM17 inh	PLCg1 inh	Tn6 DDE FP	ASAP1 inh	ARFGAP1 inhibitor	mol
11	-1.4	4.2	-0.1	3.0	-16.8	-1.5	-4.0	-0.6	1.4	-0.2	COc1cccc(CN2CCNC(=O)C2CC(=O)NC2CCCCCCC2)c1 (stereo unspecified)
12	-2.7	-1.7	-0.5	-2.0	3.3	-1.0	11.4*	8.9	-11.3	3.3	CN(C(=O)CS(=O)(=O)c1cccc(Cl)c1)c1ccccc1
13	3.0	-5.7	0.1	7.0	-6.9	-4.6	-1.3	4.4	-1.3	-1.0	N#Cc1ccc(C(=O)Nc2cc(S(=O)(=O)N3CCOCC3)ccc2N2CCCC2)cc1
14	-2.9	0.4	-0.3	0.5	4.0	0.2	-2.5	-4.0	9.8	-0.2	COc1ccc(N2CCN(Cc3cc(=O)oc4ccc(C)cc34)CC2)cc1
15	0.2	5.8	-0.1	-4.9	-3.4	0.1	1.5	-5.5	-3.7	2.2	COc1ccc(OCc2cc(=O)[nH]c3ccccc23)cc1
16	-1.5	3.4	0.2	-3.6	-0.2	0.4	3.5	12.4	4.2	-1.4	Cc1ccccc1C(=O)/C=C1\NC(=O)CS1
17	1.6	-4.3	-0.3	1.0	-0.8	0.1	2.4	4.9	-7.3	-7.6	Cc1ccc(C(=O)NC(=C(Cl)Cl)S(=O)(=O)c2ccccc2)cc1
18	7.8	-4.0	-170.5	0.7	-82.3	-9.5	-63.5	9.3	-4.3	5.8	CCOc1ccc(S(=O)(=O)c2c(C(=O)c3ccc(C)cc3)cnc3cc4c(cc23)OCCO4)cc1
19	0.6	-3.2	0.1	1.2	1.5	-1.6	-0.7	1.2	5.8	22.3	CCN(CC)S(=O)(=O)c1ccc(N2CCOCC2)c(NC(=O)c2ccc(=O)[nH]c2)c1
20	2.3	-9.1	0.6	-5.9	-1.4	4.4	2.6	-9.3	-8.2	9.1	CN(c1ccccc1)S(=O)(=O)c1cccc(C(=O)OCC(=O)NCc2ccc3c(c2)OCO3)c1
21	-4.0	6.8	0.1	-0.5	3.9	-1.8	1.1	0.2	1.4	3.9	N/C(=N\OC(=O)c1cccc(Br)c1)c1ccncc1
22	-2.1	-10.3	-0.1	-1.8	-7.0	2.2	2.5	6.3	-6.3	-9.1	CCN(CC(=O)Nc1ccc(NC(C)=O)cc1)C(=O)c1ccc(N2C(=O)c3ccccc3C2=O)cc1
23	-2.4	-4.7	0.1	2.1	3.0	1.1	-0.6	2.4	4.3	-0.6	C=CCSc1nc2sc(C)c(C)c2c(=O)n1N
24	-3.5	4.0	0.4	-4.8	-0.4	-8.0	-2.4	-4.7	-17.6	2.9	O=C(C1CN(S(=O)(=O)c2ccccc2)CCN1S(=O)(=O)c1ccccc1)N1CCCCCC1 (stereo unspecified)
25	0.7	2.4	-0.4	2.2	-7.3	-1.3	3.4	6.8	10.7	6.0	CC(OC(=O)CNC(=O)c1ccco1)C(=O)Nc1ccc(Cl)cn1 (stereo unspecified)
26	-0.9	4.2	0.1	2.0	-15.3	-31.6	-2.1	1.0	0.7	-6.2	O=C(c1ccncc1)N1CCN(c2ccc3ccccc3n2)CC1
27	0.6	-3.5	-0.7	-0.6	-1.0	-2.4	-0.2	7.6	-7.7	8.5	CN(C)S(=O)(=O)c1cccc(COC(=O)c2cnccn2)c1
28	2.6	2.6	0.3	-3.0	7.2	-0.3	0.1	-1.8	-5.6	1.1	COc1ccc(S(=O)(=O)Cc2ccc(C(=O)N3CCC(C(N)=O)CC3)o2)cc1
29	-2.3	-3.9	0.2	4.8	1.9	-0.1	3.3	6.4	7.0	5.8	CC(=O)NC(CC(C)C)C(=O)NC(=O)NCc1ccccc1 (stereo unspecified)
30	-0.4	-2.6	0.1	-5.8	1.0	0.8	5.1	-4.5	1.3	6.1	CCOc1ccccc1Nc1nnc(Cc2ccccc2Cl)c(=O)[nH]1
31	1.2	-2.5	1.1	1.2	-22.6	-7.1	-11.7	1.7	0.1	0.3	CCC(Sc1ccc2nnc(-c3cccnc3)n2n1)C(=O)OC (stereo unspecified)
32	0.2	0.7	-0.5	3.1	-6.0	0.3	-0.1	-8.1	-13.4	0.2	CC(=O)Nc1ccc(S(=O)(=O)N(C)CC(=O)Nc2ccccc2N2CCCC2)cc1
33	1.8	-7.5	0.0	5.3	3.6	1.1	1.3	8.2	12.6	-3.5	NS(=O)(=O)c1ccc(N=NN2CCCCC2)cc1
34	-0.9	6.0	-0.2	0.7	-9.9	-1.0	-1.5	-1.1	8.3	0.9	Cc1ccccc1C(=O)c1cccn1CC(=O)NC(C)c1ccc2c(c1)OCCO2 (stereo unspecified)
35	-3.9	-2.3	0.4	-2.5	0.8	6.0	3.4	-1.4	11.9	4.3	O=C(COc1ccc(Cl)cc1)N1CCN(c2ccc([N+](=O)[O-])c(N3CCOCC3)c2)CC1
36	2.7	2.4	-1.4	-0.5	-0.9	-5.4	1.0	3.0	-7.3	-2.3	Cc1cnc(C(=O)OCC(=O)NC23CC4CC(CC(C4)C2)C3)cn1
37	20.3	6.3	-0.3	9.9	4.3	-2.2	2.8	0.1	3.4	8.4	CCOC(=O)N=S(N)(=O)c1ccccc1 (stereo unspecified)
38	-2.4	5.0	0.2	-4.5	-8.7	0.9	-2.9	-6.2	13.0	10.5	O=S(=O)(Nc1cccc(-c2ccc(N3CCOCC3)nn2)c1)c1ccc(Cl)c(Cl)c1
39	1.3	-2.1	0.1	0.8	0.8	7.6	2.6	-6.1	2.7	-2.4	C(=N\N(Cc1ccccc1)c1ccccc1)/c1cccnc1
40	1.2	3.4	-0.1	-1.5	-1.3	-1.8	1.6	-2.3	2.0	14.4	CCc1ccc(NC(=O)c2cc(CC(C)C)on2)cc1
41	-3.4	7.9	0.7	-0.5	-1.7	-0.9	4.9	6.5	-7.4	-5.3	Cc1ccc(CCNC(=O)c2ccc(CS(=O)(=O)Cc3ccccc3F)o2)cc1
42	-5.3	-1.4	0.2	-1.5	1.0	-0.8	-0.5	3.6	5.8	10.6	CNCc1c(OCc2ccccc2F)ccc2ccccc12
43	6.8	0.6	0.2	-0.4	-3.2	1.5	4.2	3.1	1.2	0.1	COc1ccc(-n2ncc3c2CC(C)(C)CC3NC(=O)CCc2c(C)noc2C)cc1 (stereo unspecified)
44	1.9	4.9	-0.3	-2.7	-6.5	-6.8	2.7	-0.4	-3.3	-9.1	CCN(CC)S(=O)(=O)c1ccc2c(c1)N(CC(=O)NCCN1CCOCC1)C(=O)CO2
45	4.5	0.6	-0.5	1.6	-0.1	-4.5	7.6	-6.1	4.4	-6.1	COc1ccc(C(=O)COC(=O)Cn2nnc3ccccc32)cc1Br
46	12.6	-5.0	0.0	5.3	-5.7	-1.4	4.0	-1.1	-5.4	-6.3	CCOc1ncccc1C(=O)Nc1ccc(C)c(S(=O)(=O)N2CCCCCC2)c1
47	2.4	2.0	0.2	-6.5	-2.2	-6.4	0.7	0.4	6.2	-4.7	OCC[C@@H]1C[C@H](O)[C@@H](O)[C@]2(OCc3ccc4ccccc4c32)O1

From PubChem BioAssay
